# Ecoli viability – reduces bacterial viability in AddAB counter-screen | E. coli V3065 growth, OD600 absorbance, 18 h | inhibition, % at 11.9 µM | 330,000 compounds, 0.27% hits;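 active means inhibition above the campaign's mean inhibition across all tested compounds plus 3 SD, cut at about 9.9% in these data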;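 further: uninfected addAB+ strain grown without phage in ampicillin broth; 0% = DMSO wells and 100% = ciprofloxacin 0.95 µg/ml wells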
# PfHsp90 set2 – reduces growth (ATP signal) of yeast expressing P. falciparum Hsp90; inhibition, % at 9.4 µM; S. cerevisiae expressing PfHsp90, BacTiter-Glo ATP, 48 h; yeast lacking PDR1 and PDR3 efflux regulators; 310,000 compounds, 0.32% hits;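 active means every replicate shows inhibition above about 80%, whatever the replicate mean, limit read from the data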;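 further: 0% = DMSO neutral controls and 100% = 20 µM radicicol positive controls; yeast relying on Plasmodium falciparum Hsp90 in place of its own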
# PKA-R1A activ – activates the PKA-R1A holoenzyme complex | PKA-R1A dissociation, Cy5-IP20 fluorescence polarization; scaled: DMSO 0%, 113 µM cGMP 100% | activation, % at 11.4 µM | 340,000 compounds, 0.083% hits | AID 504707;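 active means percent activation above the mean of all tested compounds plus 3 SD, cut at about 19% in these data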;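 further: higher means more PKAc released from R1A so a rise in polarization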
# HTR5A inv ctr – counter-screen for OPRM1-OPRD1 inverse agonists: human HTR5A inverse agonism. HTR5A cell line, luminescence. inhibition, % at 9.3 µM. 340,000 compounds, 0.083% hits. AID 504634; in the data active means inhibition mostly above about 23%, no sharp cut-off; inactive means mostly below about 18%;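 further: 0% = cells with DMSO and 100% = no-cell wells with DMSO; some compounds called inactive have numbers as strong as hits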
# HTR5A ag ctr – HTR5A agonism, opioid heterodimer counter-screen. activation, % at 9.3 µM. AID 504692. HTR5A agonist assay, luminescence, cell-based. P47898. 340,000 compounds, 0.61% hits; in the data active means activation mostly above about 9.5%, no sharp cut-off; inactive means mostly below about 7.6%;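 further: 0% = cells with vehicle only and 100% = reference agonist; strong numbers were not always called active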
# Mot1-301 SUMO – SUMOylation pathway inhibition by Mot1-301 growth rescue; S. cerevisiae Mot1-301 growth rescue, ATP luminescence, 38.5C; percent above DMSO median, 100 means doubled; 320,000 compounds, 1% hits; growth rescue, % at 18.8 µM;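 active means every valid replicate shows activation above 250% relative to neutral control wells; inactive means the rest, any valid replicate at or below 250%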;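 further: OY570 slx delta 5 strain wells were the positive control but not used for scaling; some compounds called inactive have numbers as strong as hits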
# MOR-DOR ag – agonists of human mu-delta opioid receptor heterodimerization. activation, % at 9.3 µM. P35372+P41143. AID 504326. cells, OPRM1-OPRD1 heterodimerization, luminescence. 340,000 compounds, 0.3% hits; in the data active means activation above about 18%;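 further: 0% = vehicle-treated cells and 100% = reference agonist; values of inactives mirror those of a sister screen read the other way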
# Pemphigus Ab inh – inhibitors of pemphigus antibody binding to human desmoglein-3; DSG3-coupled beads, scFv-anti-DSG3-GFP binding, flow cytometry; stronger effect = lower value; binding (percent of control), % at 10 µM; 310,000 compounds, 0.48% hits; AID 588358;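 active means binding more than 3 SD below its plate's average and above zero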; further: some compounds called inactive have numbers as strong as hits
# Target sequence (P32926 whole entry, looked up): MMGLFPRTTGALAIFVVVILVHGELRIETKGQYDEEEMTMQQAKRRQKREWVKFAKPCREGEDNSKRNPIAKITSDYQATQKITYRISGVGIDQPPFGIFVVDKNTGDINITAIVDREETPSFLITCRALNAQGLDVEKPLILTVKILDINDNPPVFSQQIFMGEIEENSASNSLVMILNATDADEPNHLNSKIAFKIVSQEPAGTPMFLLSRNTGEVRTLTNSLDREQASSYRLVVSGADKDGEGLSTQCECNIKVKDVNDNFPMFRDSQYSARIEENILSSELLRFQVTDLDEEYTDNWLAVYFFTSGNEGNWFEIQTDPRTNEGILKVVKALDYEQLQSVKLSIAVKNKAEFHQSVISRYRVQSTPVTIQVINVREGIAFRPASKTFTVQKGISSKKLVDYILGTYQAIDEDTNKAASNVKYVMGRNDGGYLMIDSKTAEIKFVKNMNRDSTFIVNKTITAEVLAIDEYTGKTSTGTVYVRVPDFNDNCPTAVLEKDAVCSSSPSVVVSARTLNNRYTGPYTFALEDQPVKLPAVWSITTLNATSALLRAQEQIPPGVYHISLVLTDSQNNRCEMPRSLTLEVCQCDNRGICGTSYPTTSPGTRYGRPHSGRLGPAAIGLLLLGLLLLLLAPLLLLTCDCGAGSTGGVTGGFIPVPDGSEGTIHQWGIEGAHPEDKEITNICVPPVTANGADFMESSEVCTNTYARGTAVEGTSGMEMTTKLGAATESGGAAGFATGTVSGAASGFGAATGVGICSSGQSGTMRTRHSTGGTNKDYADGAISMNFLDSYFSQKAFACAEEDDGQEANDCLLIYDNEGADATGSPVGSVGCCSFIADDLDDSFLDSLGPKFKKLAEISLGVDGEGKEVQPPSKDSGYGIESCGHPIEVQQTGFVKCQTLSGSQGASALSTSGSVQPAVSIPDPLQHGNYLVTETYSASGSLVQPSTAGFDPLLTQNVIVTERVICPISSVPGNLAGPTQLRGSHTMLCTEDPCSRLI
# MOR-DOR inv ag – inverse agonists of human mu-delta opioid receptor heterodimerization. cell-based MOR-DOR heterodimer luminescence, inverse agonism. 340,000 compounds, 0.21% hits. inhibition, % at 9.3 µM. AID 504357. P35372+P41143; in the data active means inhibition above about 22%, passing the limit was not always enough;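 further: 0% = cells with DMSO and 100% = wells without cells with DMSO; values of inactives mirror those of a sister screen read the other way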
# AddAB inh – less growth of phage-infected E. coli with AddAB; E. coli expressing H. pylori AddAB, absorbance growth; inhibition, % at 11.9 µM; 330,000 compounds, 0.29% hits; AID 435030; in the data active means inhibition above about 12%;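 further: 0% = vehicle wells of infected cells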
# phage Ecoli inh – E. coli growth loss with phage present; AID 651602; inhibition, % at 11.9 µM; 360,000 compounds, 0.26% hits; growth absorbance; in the data active means inhibition above about 11%
# Starred values were filed as active, the others as inactive; x = no result given.
SMILES,Ecoli viability,PfHsp90 set2,PKA-R1A activ,HTR5A inv ctr,HTR5A ag ctr,Mot1-301 SUMO,MOR-DOR ag,Pemphigus Ab inh,MOR-DOR inv ag,AddAB inh,phage Ecoli inh
NC(=O)Cc1cn(-c2ncc(C(F)(F)F)cc2Cl)c2ccccc12,-1.0,x,6.8,10.3,-4.7,6.6,-1.9,104.3,9.6,5.2,1.8
CN(C1CCCCC1)S(=O)(=O)c1ccc(NC(=O)c2ccc(Br)o2)cc1,-0.4,2.9,-6.1,27.1,4.3,16.4,3.4,x,-13.9,2.1,3.7
Nc1nc(SCC(=O)Nc2c(Br)cc([N+](=O)[O-])cc2Br)n[nH]1,2.3,-6.4,-16.7,4.6,-1.8,17.7,6.2,88.2,-40.5,5.6,5.6
CCCCOC(=O)Oc1ccc2c(=O)c(Oc3cc(C)cc(C)c3)coc2c1,-1.7,-2.7,2.9,-28.0,1.2,-0.5,-1.8,x,9.1,2.1,5.6
Cc1ccc(CSCC(=O)NCc2ccc(F)cc2)cc1,1.4,16.2,12.0,-10.5,3.8,x,-0.2,100.3,1.0,0.0,-0.5
COc1cc(C2NC(=O)C(C#N)=C(S)N2c2ccc(C)cc2)ccc1OC(C)C (stereo unspecified),0.7,-23.9,3.0,12.2,-3.5,120.9,-2.6,108.8,13.9,1.0,3.8
COc1ccc(/C=N/Nc2nnc(Cc3ccc(OC)c(OC)c3)c(=O)[nH]2)cc1OC,1.3,14.7,-10.2,-6.2,1.8,-25.1,-0.4,109.7,2.3,1.0,1.8
COc1cc(Cn2nnc3ccccc32)ccc1O,-2.3,9.1,5.3,-0.4,0.1,9.4,-3.4,94.5,16.2,2.3,-0.1
C/C(=N\Nc1ccc2nncn2n1)c1ccco1,1.3,5.4,3.3,-15.8,-0.6,-17.8,-1.4,104.1,7.5,-1.9,2.1
Cc1ccc(Cl)cc1N1CCN(C(=O)CNC(=O)c2ccc(Br)o2)CC1,-0.5,-13.6,4.0,29.9,0.8,151.1,3.2,101.9,-12.6,2.6,2.7
CCOC(=O)Nc1ccc2c(c1)N(C(=O)CCN1CCOCC1)c1ccccc1S2=O (stereo unspecified),-1.2,8.3,-14.3,-8.8,-0.5,-11.9,-1.6,x,8.3,-0.1,0.6
Nc1nc(NC(=O)c2ccco2)nn1-c1ccccc1,0.1,8.4,-7.0,3.5,-1.3,-1.5,1.3,102.0,-8.3,2.0,-0.7
COC(=O)C1CCN(C(=O)CSc2nnc(-c3ccccc3)o2)CC1,0.5,x,-3.4,6.9,1.7,-4.8,-2.0,106.3,13.2,0.2,1.5
O=C(CSc1nccn1-c1ccc(Cl)cc1)N1CCCc2ccccc21,-0.7,2.0,-0.3,3.3,-0.9,12.2,3.7,98.7,-19.1,-3.0,0.5
COc1cccc(CN(C)CC(=O)Nc2cc(S(=O)(=O)N3CCCC3)ccc2Cl)c1OC,x,9.3,-1.3,-2.7,2.8,x,1.0,95.5,-6.3,x,-0.8
CN(C)CCn1c(SCc2ccccc2C#N)nc2c(sc3ccccc32)c1=O,-0.5,-17.9,-2.1,4.4,-1.2,11.7,-4.5,104.8,20.1,-0.2,1.1
Cc1ccc(S(=O)(=O)N(C)c2ccc(OCC(=O)Nc3nnc(C4CC4)s3)cc2)cc1,x,3.1,-8.5,-14.3,-5.7,x,-1.5,97.8,7.6,x,1.4
O=C1CCC(/C=C/c2ccccc2)=NN1,1.1,-6.7,-5.3,-3.9,1.4,9.7,-0.5,87.4,3.1,1.8,3.5
O=C(N/N=C/c1ccccn1)c1ccc([N+](=O)[O-])cc1Cl,-1.7,2.0,6.9,-16.4,4.4,-10.4,-0.9,98.8,4.2,2.9,2.5
Cc1ccc(NC(=O)CNC(=O)CC23CC4CC(CC(C4)C2)C3)c(O)c1,1.1,16.1,-1.9,-3.5,1.6,2.5,1.8,102.2,-8.8,1.4,1.1
CCOc1ccc(N(CC(=O)Nc2cccnc2)S(=O)(=O)c2ccc(C)cc2)cc1,-0.1,-6.0,11.2,14.2,-2.7,3.4,1.7,100.5,-8.2,0.1,2.0
CCn1c(C)nnc1SCC(=O)NC1CCCCCC1,0.7,14.9,-12.7,-10.0,-1.2,78.0,-3.6,x,18.5,0.3,1.1
S=C(NCc1ccc(Cl)cc1)Nc1ccncc1,-1.4,-4.2,0.6,8.3,4.7,-6.0,0.2,101.7,-0.5,-1.1,1.3
CCN(CC(=O)c1c(N)n(C)c(=O)n(C)c1=O)c1cccc2ccccc12,-2.1,-1.2,5.5,3.0,3.9,-8.6,7.9,82.8,-39.9,1.1,2.0
COCCN=c1scc(-c2cccs2)n1/N=C(\C)c1ccco1,-0.6,-14.7,3.5,7.2,-2.5,0.8,-0.5,94.8,2.5,1.0,3.5

# 2 of these compounds in another layout.
smiles: COc1cccc(CN(C)CC(=O)Nc2cc(S(=O)(=O)N3CCCC3)ccc2Cl)c1OC
- Ecoli viability: x
- PfHsp90 set2: 9.3
- PKA-R1A activ: -1.3
- HTR5A inv ctr: -2.7
- HTR5A ag ctr: 2.8
- Mot1-301 SUMO: x
- MOR-DOR ag: 1.0
- Pemphigus Ab inh: 95.5
- MOR-DOR inv ag: -6.3
- AddAB inh: x
- phage Ecoli inh: -0.8

smiles: CN(C)CCn1c(SCc2ccccc2C#N)nc2c(sc3ccccc32)c1=O
- Ecoli viability: -0.5
- PfHsp90 set2: -17.9
- PKA-R1A activ: -2.1
- HTR5A inv ctr: 4.4
- HTR5A ag ctr: -1.2
- Mot1-301 SUMO: 11.7
- MOR-DOR ag: -4.5
- Pemphigus Ab inh: 104.8
- MOR-DOR inv ag: 20.1
- AddAB inh: -0.2
- phage Ecoli inh: 1.1

# (cont.)
SMILES,Ecoli viability,PfHsp90 set2,PKA-R1A activ,HTR5A inv ctr,HTR5A ag ctr,Mot1-301 SUMO,MOR-DOR ag,Pemphigus Ab inh,MOR-DOR inv ag,AddAB inh,phage Ecoli inh
CCCCCOC(=O)CSc1nnc(-c2ccccc2)c(=O)[nH]1,1.7,9.4,-4.0,-0.1,0.1,2.4,-0.8,104.4,4.7,2.7,-0.9
N#Cc1c(N)nc(Sc2ccc(Cl)cc2)c(C#N)c1-c1ccccc1Cl,-4.0,0.5,-11.6,-5.4,-0.7,-7.4,4.0,108.2,-19.8,3.8,1.8
O=C(NCCc1ccccn1)c1cc(-c2ccc(Cl)c(Cl)c2Cl)nc2ccccc12,-0.1,11.1,-5.0,4.6,-0.1,-7.8,-1.0,x,5.0,2.1,0.5
CC(C)OC(=O)c1ccc(NC(=O)c2cncc(Br)c2)cc1,1.8,18.5,-0.8,1.9,-0.4,-7.7,1.8,104.5,-8.4,0.8,4.3
CN1CCN(c2ccc(NC(=O)c3cc(Cl)c4c(c3)OCCO4)cc2)CC1,x,5.0,-13.3,-0.4,0.1,x,-0.8,104.3,4.0,x,4.6
Cc1cc(Cl)ccc1OCC(=O)N(Cc1cccs1)C1CCS(=O)(=O)C1 (stereo unspecified),3.0,11.0,-2.9,5.9,4.7,16.6,1.1,x,-7.1,2.1,1.9
CN(CCC1CCOCC1)C(=O)CC1C(=O)NCCN1CC1CCCCC1 (stereo unspecified),0.3,18.4,0.6,15.9,7.0,-5.1,0.6,106.5,-4.6,2.2,3.1
CCOP(=O)(OCC)C(Nc1ccc(C)cc1)c1ccco1 (stereo unspecified),3.5,-7.2,1.8,14.1,-3.3,-0.9,-1.2,109.3,5.8,3.7,2.5
CCOC(=O)C1CN(S(=O)(=O)c2ccccc2)CCN1S(=O)(=O)c1ccccc1 (stereo unspecified),0.8,x,2.7,-2.5,0.8,-1.6,-0.4,100.3,2.2,-0.7,-0.6
Cc1ccc(S(C)(=O)=O)cc1S(=O)(=O)Nc1cccc(Cl)c1,-0.3,21.0,-6.0,-17.0,-2.8,1.7,0.5,97.0,-2.5,1.4,6.6
O=C(CN1C(=O)COc2ccccc21)N1CCCc2ccccc21,-0.9,x,13.8,9.7,-2.2,12.7,-1.7,122.8,9.6,-0.6,x
Cc1ccc2[nH]c(=O)c(CN(CC3COCCO3)C(=O)Nc3ccccc3F)cc2c1 (stereo unspecified),-0.5,15.5,-8.4,3.6,-1.4,72.2,-1.4,95.4,7.2,0.6,3.1
CCN(c1ccccc1)S(=O)(=O)c1ccc(OCC(F)(F)F)c(NC(=O)c2ccc(=O)[nH]c2)c1,x,-8.6,0.4,2.6,-0.7,x,-0.2,103.5,0.8,x,1.6
Cc1cc(C)n2nc(CC(=O)NNC(=O)COc3cccc(C)c3C)nc2n1,3.2,17.9,-1.6,-4.5,-2.5,275.8,-1.8,104.6,9.2,1.2,1.1
COc1ccc(C2Nc3ccccc3C(=O)N2C2CCCCC2)cc1 (stereo unspecified),-0.3,-2.5,-2.7,8.3,-1.2,-13.0,-3.8,90.0,19.7,-1.7,3.7
O=C(c1ccco1)N1CCN(C(=O)c2cc(=O)[nH]c3ccccc23)CC1,-0.3,12.7,-16.9,-14.8,6.1,50.4,-2.2,x,9.1,1.5,1.3
O=C(NNC(=S)NC(=O)c1ccccc1[N+](=O)[O-])c1ccccc1O,16.6*,24.2,x,x,x,5.7,x,96.8,x,17.1*,13.3*
O=C(c1cc2ncc(Br)cn2n1)N1CCN(C(=O)c2ccco2)CC1,-0.8,5.2,-3.6,-9.3,-0.7,-9.3,-2.0,x,8.4,2.6,x
CCCCCCCCn1c(=O)c(C(=O)OC)c(N)c2ccccc21,-2.1,x,x,x,x,16.5,x,112.2,x,1.2,0.0
CC1CCN(C(=S)SCc2nc(N)nc(Nc3ccccc3)n2)CC1,1.2,11.5,-7.0,-26.1,0.9,4.7,7.2,109.2,-36.4,-0.2,0.9
CC(Oc1ccc(Cl)cc1Cl)C(=O)N/N=C1\CCCc2ccccc21 (stereo unspecified),0.8,-17.9,-9.6,-2.3,-0.2,-0.2,-1.4,94.1,7.7,-0.3,2.4
CC(=O)Nc1ccc(NC(=O)C(C)OC(=O)CN(C)S(=O)(=O)c2ccc(Cl)cc2)cc1 (stereo unspecified),-1.2,-1.6,1.4,-24.6,-0.5,-5.9,-2.6,85.7,16.0,-0.2,0.6
Cn1nc(-c2ccccc2)cc1NC(=O)C1CCCCC1,0.9,6.0,-3.2,29.2,-0.5,-4.4,-2.3,x,11.4,3.8,1.5
COC(=O)Nc1sc2nc(C)cc(C)c2c1-n1cccc1,-1.4,-37.3,-0.2,-8.4,0.2,3.9,-1.2,x,6.1,1.2,1.7
Cc1c(Br)c([N+](=O)[O-])nn1CCCC(=O)Nc1sc2c(c1C#N)CCC2,0.3,8.8,-4.4,-7.9,-1.8,-7.7,4.9,126.9,-27.0,0.9,3.7
O=C(NCCc1c[nH]c2ccccc12)c1ccc(-n2cnnn2)cc1,-0.4,-11.2,-7.7,-11.0,4.4,-22.6,-2.7,x,11.4,5.9,1.5
COC(=O)C1=C(C)N=C2SC(C)C(=O)N2C1c1cccs1 (stereo unspecified),0.6,-1.4,-4.5,-0.2,0.1,-13.5,-0.8,98.4,4.4,1.3,0.4
Cc1ccc(CN2CCN(/N=C/c3ccco3)CC2)c(C)c1,-1.1,3.6,9.4,-23.4,0.7,-15.4,-0.1,109.0,0.6,-0.4,1.4

# Screens from PubChem BioAssay.
